FLuc modulator: inhibits or activates purified firefly luciferase, miR-21 counter-screen; P08659; AID 588342; actives 6.9% (n = 360,000); Potency, µM (top dose mostly 57.5 µM), without a hit: at the highest dose activity change, negative = inhibition, actives largely listed as inhibitors; purified FLuc, Km substrates, luminescence inhibition; active = well fitted inhibition curve with a large enough effect; inconclusive = small, poorly fitted or top-dose-only effect;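 note: plate controls were vehicle for no effect and reference inhibitor for full effect; nearly all actives have a fitted effect of over 55% in size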
Target sequence (P08659 whole entry, looked up): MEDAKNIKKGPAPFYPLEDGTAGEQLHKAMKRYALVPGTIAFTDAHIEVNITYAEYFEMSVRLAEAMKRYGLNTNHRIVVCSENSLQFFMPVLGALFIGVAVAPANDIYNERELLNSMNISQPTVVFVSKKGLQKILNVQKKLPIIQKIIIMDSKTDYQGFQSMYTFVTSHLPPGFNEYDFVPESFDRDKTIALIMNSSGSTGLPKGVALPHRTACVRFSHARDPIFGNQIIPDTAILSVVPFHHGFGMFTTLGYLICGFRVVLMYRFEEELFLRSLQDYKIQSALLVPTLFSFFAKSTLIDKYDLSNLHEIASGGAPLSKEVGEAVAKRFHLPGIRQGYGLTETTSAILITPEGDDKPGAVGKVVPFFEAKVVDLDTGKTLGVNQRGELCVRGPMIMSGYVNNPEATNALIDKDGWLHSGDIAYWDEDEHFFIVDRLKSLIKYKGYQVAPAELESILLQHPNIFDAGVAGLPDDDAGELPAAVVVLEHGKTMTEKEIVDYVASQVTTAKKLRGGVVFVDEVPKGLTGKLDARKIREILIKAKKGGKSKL
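Purified P. pyralis luciferase, 10 nM final, with Km-level 10 uM D-luciferin and 10 uM ATP in 50 mM Tris acetate pH 7.5, 10 mM Mg acetate, 0.01% Tween-20, 0.05% BSA; 6-point qHTS titration about 60 µM downward; luminescence read.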
The depositor's hits bear a star; ? = inconclusive; [ ] = dose if it differs, or a comment. Potency is the fitted concentration of half-maximal effect.

SMILES | FLuc modulator
Cc1ccc(Nc2ccc(N3CCN(C(=O)c4ccc([N+](=O)[O-])cc4Cl)CC3)nn2)cc1 | -11%
Cc1cc2ccccc2n1-c1ccc(C(=O)N2CCC(C(=O)NCc3ccc(Cl)cc3)CC2)s1 | 4%
CC1CCN(S(=O)(=O)c2ccc3c(c2)N(CC(=O)Nc2ccc(F)c(Cl)c2)C(=O)CO3)CC1 | -2%
Cc1ccc(C)c(NC(=O)CSc2ccc3nc(-c4ccccc4)cn3n2)c1 | -16%
CCOc1ccc(-c2c(C)nn3c(C)c(C(=O)Nc4cccc(Cl)c4C)cnc23)cc1OCC | -1%
CCN(CC)C(=O)c1sc2c(c1C)c(=O)n(-c1ccc(OC)cc1OC)c(=O)n2CC(=O)Nc1ccccc1 | -5%
Cc1cc(C)n(-c2nc3ccccc3nc2Nc2ccc(Cl)c(Cl)c2)n1 | 2%
COc1cc(-c2ccno2)ccc1S(=O)(=O)N1CCN(c2cccc(Cl)c2)CC1 | -1%
O=C(NCC(c1cccs1)S(=O)(=O)c1cccs1)c1ccc(Cl)cc1 (configuration not stated) | -12%
CCOc1ccccc1NC(=O)c1c(NC(=O)C(C)Oc2cccc(Cl)c2)sc2c1CCCCC2 (configuration not stated) | -5%
COc1ccc(CCN2C(=O)N(c3ccccc3)C(=O)C2CC(=O)Nc2ccccc2)cc1 (configuration not stated) | 4%
CC(C)c1ccc(NC(=O)Nc2csc3c2CCCC3)cc1 | 4.8µM*
O=C(NCc1ccco1)C1CCN(C(=O)N2CCOc3ccc(Cl)cc32)CC1 | 5%
COc1ccccc1-c1noc(CSc2nnc(Cc3ccccc3)n2-c2ccc(C)c(C)c2)n1 | -21%
CN(C)c1ccc(C(CNC(=O)c2ccccc2F)N2CCc3ccccc32)cc1 (configuration not stated) | 4%
CCOC(=O)c1cc(-c2ccc(F)cc2)n(CC(=O)NCc2ccc(OC)cc2)c1C | 3%
COc1ccc(Cn2ccn(CC(=O)Nc3cc(C)ccc3C)c(=O)c2=O)cc1 | 0%
CN(C)CCNC(=O)c1ccc2c(c1)NC(=O)C(CS(=O)(=O)Cc1cccc(Br)c1)N2 (configuration not stated) | -7%
O=C(CCS(=O)(=O)c1ccc(Br)s1)Nc1c(F)cccc1F | -7%
CC(C)(C)C1CCc2c(sc(NC(=O)c3cccc(Cl)c3)c2C(=O)NCc2ccco2)C1 (configuration not stated) | -5%
COc1cccc(Nc2nc3ccc(C)cc3nc2-n2nc(C)cc2C)c1 | -1%
O=C(CC(c1cccs1)N1Cc2ccccc2C1=O)Nc1ccc(F)c(F)c1 (configuration not stated) | -1%
Cc1cccc(Cn2c(CN3CCCC(C)C3)nc3c2c(=O)n(C)c(=O)n3C)c1 (configuration not stated) | 1%
Cc1ccc(-n2nc3ccc(NC(=O)c4oc5ccc(C)cc5c4C)cc3n2)cc1 | -14%
CCOC(=O)c1ccc(NC(=O)CC2C(=O)N(c3ccccc3)C(=O)N2Cc2ccc(C)cc2)cc1 (configuration not stated) | -4%
COCCCNc1nc2c(S(=O)(=O)c3ccccc3)nnn2c2ccc(Cl)cc12 | -4%
O=C(Cn1c(=O)c2cccn2c2ccc(F)cc21)N1CCN(c2ccccc2)CC1 | -3%
Cc1c(C(=O)N(Cc2ccccc2F)C2CCS(=O)(=O)C2)oc2ccccc12 (configuration not stated) | 1%
CCOc1ccc(CCNC(=O)CCN2N=C(c3ccc(OC)cc3)CCC2=O)cc1OCC | -7%
Cc1ccc(NC(=O)CSc2ccc3nnc(CCNS(=O)(=O)c4ccccc4)n3n2)cc1Cl | -14%
CC(=O)c1cccc(NC(=O)c2ccc3nc(C(C)C)oc3c2)c1 | ?
Cc1nnc(NC(=O)c2nc(SCc3ccccc3F)ncc2Cl)s1 | ?
CCSc1nc(-c2cccc(Cl)c2)nc2c1Cc1c(CO)cnc(C)c1O2 | 0%
CCc1ccc(OCC(=O)Nc2ccc(Cl)c(-c3nc4cc(C)cc(C)c4o3)c2)cc1 | 2%
CCCN(CCC)CCCNC(=O)C1CCN(c2nc3ccc(CC)cc3s2)CC1 | 12µM*
COc1ccc(CCNC(=O)CSc2nnc(-c3ccc(C)cc3)c(-c3ccc(C)cc3)n2)cc1OC | -12%
COc1ccc(C(=O)NCC(c2cccnc2)N2CCc3ccccc3C2)cc1OC (configuration not stated) | 0.67µM*
Cc1ccccc1OCc1nc2c3cnn(-c4ccccc4Br)c3ncn2n1 | ?
Oc1c(C(c2ccccc2F)N2CCOCC2)sc2nc(-c3ccco3)nn12 (configuration not stated) | -2%
Cc1ccc2cc3cc(C(=O)Nc4ccc(F)cc4Cl)oc3nc2c1 | -1%
CCN(CC)S(=O)(=O)c1nnc(NC(=O)c2ccc(C(C)C)cc2)s1 | 9.5µM*
CCc1ccc(NC(=O)c2ccc3c(O)c(S(=O)(=O)c4ccccc4)c(=O)[nH]c3c2)cc1 | 4.3µM*
CC(C)(C)c1ccc(OCC(=O)Nc2ccc(S(=O)(=O)Nc3ncccn3)cc2)cc1 | ?
COc1ccc(C(=O)N2CCc3cc(OC)c(OC)cc3C2COc2ccc3c(C)cc(=O)oc3c2)c(OC)c1 (configuration not stated) | 0%
O=C(NC1CCCCC1)c1ccc(CSc2nc3cccnc3n2Cc2ccccc2F)cc1 | -16%
CCc1nc2ccccc2n2c(-c3ccc(C)cc3)c3c(=O)n(C)c(=O)n(C)c3c12 | ?
COc1ccc(CCC(=O)NCc2ccc3c(c2)CCN3C(=O)c2ccc(Cl)cc2)cc1 | -2%
CC(C)c1ccc2oc(-c3ccc(Cl)c(NC(=O)Cc4ccccc4)c3)nc2c1 | 4.3µM*
COc1ccc(N2CCN(C(=O)CSc3nc(-c4ccc(C(C)C)cc4)no3)CC2)cc1 | ?
Cc1ccc2nc(Cl)c3cc(C(=O)NC4CCCCC4)sc3c2c1 | -4%
COc1ccccc1CNC(=O)Cn1nc(C)c2nn(-c3ccc(Cl)cc3)c(C)c2c1=O | -10%
Cc1ccc(Cc2c(C)nc3nc(SCC(=O)NC(C)c4ccccc4)nn3c2C)cc1 (configuration not stated) | -6%
CCOc1ccc(NC(=O)c2c(C)oc3nc(C)nc(N4CCCC4)c23)cc1 | 50%[activator]
COc1cc(OC)cc(C(=O)Nc2ccc3oc(-c4cccc5c(Br)cccc45)nc3c2)c1 | 0%
O=C(C1CCCN(S(=O)(=O)c2ccc(Br)s2)C1)N1CCN(c2ccccc2F)CC1 (configuration not stated) | -2%
COc1ccc(S(=O)(=O)n2nc(-c3ccco3)nc2NCc2ccc(C(C)C)cc2)cc1 | 3%
CCn1c(=O)cc(SCC(=O)NCCc2cccc(C)c2)c2ccccc21 | -12%
CC1CCN(c2nn3c(=O)c(C(=O)NCCCOC(C)C)cnc3s2)CC1 | 0%
Cc1ccc2scc(N3CCCCC3)c(=O)c2c1 | 0.85µM*
Cc1c(Cl)cccc1NC(=O)c1cc(-c2cccs2)on1 | -7%
The listing continues:
SMILES | FLuc modulator
COc1ccc(-c2cn3cccnc3n2)cc1NC(=O)Cc1ccccc1 | ?
CCCCNC(=O)CSc1nc2cc3c(cc2c(=O)n1CCCC(=O)NCc1ccc(OC)cc1)OCO3 | -4%
Cc1ccc(-c2noc(CNC(=O)COc3cc(C)c(Br)c(C)c3)n2)cc1 | 3%
CCCN(CCC)C(=O)Cn1c(=O)n(CCCCCC(=O)NCc2ccccc2Cl)c(=O)c2sccc21 | -17%
Cc1ccc(C2C=C(c3ccccc3)Nc3nc(NS(=O)(=O)c4ccc(C)cc4)nn32)cc1 (configuration not stated) | ?
COc1ccc(OC)c(NC(=O)c2csnn2)c1 | 0%
COc1ccccc1C(=O)Nc1ccc(OCc2cc(=O)n3cccc(C)c3n2)cc1 | 2%
Cc1ccc(CNC(=O)c2ccc(Nc3nc4ccccc4n4nnnc34)cc2)cc1 | -14%
Cc1ccc(CNC(=O)C2CCN(Cc3nc(-c4cccc(Br)c4)oc3C)CC2)cc1 | 1%
CCc1ccc(-n2c(=O)c3c(C)c(C(=O)N(C)C)sc3n(Cc3ccccc3F)c2=O)cc1 | -1%
O=C(NCCc1ccc(Cl)cc1)c1nnc(Cc2ccc(Cl)cc2Cl)o1 | 2%
COc1ccccc1N1CCN(CCCNC(=O)c2nnc(Cc3c(F)cccc3Cl)o2)CC1 | 2%
CCC1=Nc2cc(C(=O)NC3CCCC3)ccc2Sc2ccc(Br)cc21 | -7%
Cc1cccc(NS(=O)(=O)c2ccc3c(c2)C(C)(C)C(=O)N3C)c1 | -3%
O=C(c1ccc(Nc2nc3ccccc3n3nnnc23)cc1)N1CCN(c2cccc(C(F)(F)F)c2)CC1 | -2%
CCOc1ccccc1CNC(=O)c1oc2ccc3c(c2c1C)C(=O)CC(C)(C)O3 | ?
CN(C)c1ccc(C(CNC(=O)c2c(F)cccc2Cl)N2CCOCC2)cc1 (configuration not stated) | -2%
COc1ccccc1Nc1c2c(nc3ccc(NC(=O)c4ccccc4F)cc13)CCCC2 | 0%
COc1ccc(C(=O)COC(=O)CCCC(=O)Nc2cc(C(F)(F)F)ccc2Cl)cc1 | 2.1µM*
COc1ccc(S(=O)(=O)NCC(c2ccco2)N2CCN(c3ccccc3F)CC2)cc1C (configuration not stated) | 4%

Given as comma-separated lines: part of the list above.
Compound,FLuc modulator
COc1ccc(-c2cn3cccnc3n2)cc1NC(=O)Cc1ccccc1,?
CCCCNC(=O)CSc1nc2cc3c(cc2c(=O)n1CCCC(=O)NCc1ccc(OC)cc1)OCO3,-4%
Cc1ccc(-c2noc(CNC(=O)COc3cc(C)c(Br)c(C)c3)n2)cc1,3%
CCCN(CCC)C(=O)Cn1c(=O)n(CCCCCC(=O)NCc2ccccc2Cl)c(=O)c2sccc21,-17%
Cc1ccc(C2C=C(c3ccccc3)Nc3nc(NS(=O)(=O)c4ccc(C)cc4)nn32)cc1 (configuration not stated),?
COc1ccc(OC)c(NC(=O)c2csnn2)c1,0%
COc1ccccc1C(=O)Nc1ccc(OCc2cc(=O)n3cccc(C)c3n2)cc1,2%
Cc1ccc(CNC(=O)c2ccc(Nc3nc4ccccc4n4nnnc34)cc2)cc1,-14%
Cc1ccc(CNC(=O)C2CCN(Cc3nc(-c4cccc(Br)c4)oc3C)CC2)cc1,1%
CCc1ccc(-n2c(=O)c3c(C)c(C(=O)N(C)C)sc3n(Cc3ccccc3F)c2=O)cc1,-1%
O=C(NCCc1ccc(Cl)cc1)c1nnc(Cc2ccc(Cl)cc2Cl)o1,2%
COc1ccccc1N1CCN(CCCNC(=O)c2nnc(Cc3c(F)cccc3Cl)o2)CC1,2%
CCC1=Nc2cc(C(=O)NC3CCCC3)ccc2Sc2ccc(Br)cc21,-7%

The listing picks up with the two entries that preceded the break.
SMILES | FLuc modulator
COc1ccc(C(=O)COC(=O)CCCC(=O)Nc2cc(C(F)(F)F)ccc2Cl)cc1 | 2.1µM*
COc1ccc(S(=O)(=O)NCC(c2ccco2)N2CCN(c3ccccc3F)CC2)cc1C (configuration not stated) | 4%
Cc1ccc(C)c(NC(=O)CN(Cc2ccccc2)S(=O)(=O)c2ccc3nc(C)sc3c2)c1 | -8%
Cc1ccc(NC(=O)CSc2nc3c(c(=O)[nH]2)CN(Cc2ccccc2)CC3)cc1Cl | -12%
N#Cc1ccccc1OCC(=O)N1CCN(c2ccccc2)CC1 | 6%
CCc1nnc(SC(CC)C(=O)Nc2ccc(OC)c(Cl)c2)c2cc3occc3n12 (configuration not stated) | -11%
COc1cc(C2c3c(-c4c(C)cc(C)cc4O)n[nH]c3C(=O)N2CCCOC(C)C)cc(OC)c1OC (configuration not stated) | 0%
COc1ccccc1-c1noc(CCCC(=O)NCc2ccco2)n1 | 4%
O=C(CSc1nnc(-c2ccccc2F)o1)N1CCc2ccccc21 | 1%
CCCCCOc1ccc(NC(=O)Cn2c(-c3cncs3)nc3ccccc32)cc1 | 1%
CC(=O)c1ccc(NC(=O)c2cc(-c3ccc(Cl)c(Cl)c3)on2)cc1 | 4%
COc1cc(Cl)c(C)cc1NC(=O)CSCc1nc(-c2ccc(OC)c(OC)c2)no1 | 4%
Cc1ccc(NC(=O)CSc2nccn2C2CCCC2)cc1Cl | ?
Cc1c(Cl)cccc1NC(=O)C(C)n1nnc2sc3c(c2c1=O)CCCC3 (configuration not stated) | -2%
COc1ccc(NC(=O)c2c(NCc3ccc(C)o3)sc3c2CCC(C)C3)cc1 (configuration not stated) | ?
Cc1ccc(OCC(=O)NCC2(N3CCOCC3)CCCCC2)cc1C | -8%
O=C(c1ccco1)n1nc(-c2ccc(Cl)cc2)nc1NCc1ccccc1 | -16%
Cc1ccc2nc(-c3ccc(C)c(NC(=O)Cc4ccccc4)c3)oc2c1 | ?
COC(=O)c1ccc(OC)c(CN2CCCN(Cc3ccc(C)cc3)S2(=O)=O)c1 | -10%
Clc1ccccc1CN1CCc2nc(N3CCN(c4ncccn4)CC3)ncc2C1 | 2%
COc1ccc(-c2nc(SCC(=O)NC3CCCC3)c(-c3ccccc3)[nH]2)cc1OC | 19µM*
COc1ccc(NC(=O)CCCSc2nc(-c3ccco3)cc(C(F)(F)F)n2)cc1 | 5%
CCCCCOC(=O)CSc1nc2sc3c(c2c(=O)n1-c1ccccc1)CC(C)(CC)OC3 (configuration not stated) | -9%
Cc1c(C(=O)NCCN(C)C)oc2c1-c1nn(Cc3ccccc3Cl)cc1CC2 | -6%
COc1cccc(-c2nn(C)c3sc(C(=O)NCc4ccc(OC)cc4OC)cc23)c1 | -9%
Cc1ccc(Cl)cc1NC(=O)CCCn1c(=O)c2cccn2c2cccnc21 | -2%
Cc1nc(C)c(-c2ccc(SCC(=O)Nc3ccccc3F)nn2)s1 | ?
CCN(CC)CCNC(=O)c1[nH]c2ccccc2c1Sc1ccc(Cl)cc1 | 2%

Screening results: PubChem, National Center for Advancing Translational Sciences (NCATS)

The list is partial; rates above refer to the full screens.
